# Screening results (PubChem)
# CDK5 inh = inhibitors of human CDK5/p35 kinase. Q00535+Q15078. Recombinant CDK5/p35, ADP-Glo luminescence, 60 min. inhibition, % at 10 µM. 330,000 compounds, 0.01% hits. AID 488839;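 active means highest replicate inhibition of at least 50% and at least 75% of replicates reaching 50%; inconclusive means only one of the two criteria met; inactive means both criteria failed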;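 further: plate controls were DMSO neutral control for no effect and GW8510 at 10 µM for full effect; many of its hits are not listed in these tables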
# DSG3 Ab inh = human desmoglein-3 autoantibody binding inhibition; P32926; DSG3-coupled beads, scFv-anti-DSG3-GFP binding, flow cytometry; stronger effect = lower value; binding (percent of control), % at 10 µM; 310,000 compounds, 0.48% hits;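 active means binding more than 3 SD below its plate's average and above zero; inconclusive means below that plate limit but binding exactly zero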;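 further: hits lower antibody fragment binding to DSG3; some compounds called inactive have numbers as strong as hits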
# Mot1-301 SUMO = blocks SUMOylation pathway, rescuing yeast Mot1-301 growth. S. cerevisiae Mot1-301 growth rescue, ATP luminescence, 38.5C; percent above DMSO median, 100 means doubled. growth rescue, % at 18.8 µM. 320,000 compounds, 1% hits. AID 2716;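 active means every valid replicate shows activation above 250% relative to neutral control wells; inactive means the rest, any valid replicate at or below 250%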;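 further: OY570 slx delta 5 strain wells were the positive control but not used for scaling; some compounds called inactive have numbers as strong as hits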
# PKA-R2B activ = activators of human PKA-R2B complex; 340,000 compounds, 0.079% hits; PKA-R2B holoenzyme dissociation, Cy5-IP20 fluorescence polarization; R2B truncated from residue 108, S112A mutant; 0% DMSO only, 100% 113 µM cGMP; AID 504700; activation, % at 11.4 µM;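 active means activation above a cutoff set at the mean over all compounds plus 3 SD, cut at about 18% in these data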;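 further: higher means more holoenzyme dissociation and a rise in polarization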
# Target sequence (P31323 whole entry, looked up, other chains not shown, the tested form may be a part): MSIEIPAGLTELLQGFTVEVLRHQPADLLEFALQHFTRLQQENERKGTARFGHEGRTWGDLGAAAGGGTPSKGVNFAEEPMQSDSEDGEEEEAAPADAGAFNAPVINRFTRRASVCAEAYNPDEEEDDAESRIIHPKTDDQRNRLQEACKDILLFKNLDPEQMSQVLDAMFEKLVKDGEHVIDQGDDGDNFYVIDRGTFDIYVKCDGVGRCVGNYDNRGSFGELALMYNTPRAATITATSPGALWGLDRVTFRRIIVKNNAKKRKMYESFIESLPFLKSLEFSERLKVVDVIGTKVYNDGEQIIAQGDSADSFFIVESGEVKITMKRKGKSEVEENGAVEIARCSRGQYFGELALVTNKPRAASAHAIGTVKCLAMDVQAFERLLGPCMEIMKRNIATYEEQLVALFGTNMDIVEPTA
# PKA-R1A activ = activates the PKA-R1A holoenzyme complex. P00514+P68181. PKA-R1A dissociation, Cy5-IP20 fluorescence polarization; scaled: DMSO 0%, 113 µM cGMP 100%. activation, % at 11.4 µM. 340,000 compounds, 0.083% hits;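 active means percent activation above the mean of all tested compounds plus 3 SD, cut at about 19% in these data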;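 further: higher means more PKAc released from R1A so a rise in polarization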
# Arrestin-AP2 inh = inhibitors of human beta-arrestin and AP2 interaction | inhibition, % at 10 µM | 340,000 compounds, 0.31% hits | FITC-arrestin peptide / GST-AP2 beads, flow cytometry; AP2 beta2 appendage carries R879A mutation;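 active means inhibition above a set limit, near 3 SD of compounds lacking own fluorescence, cut at about 54% in these data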;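 further: plate controls were DMSO wells for no effect and 5 µM unlabelled arrestin peptide for full effect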
#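 Material – GST-tagged AP2 beta2-adaptin appendage (R879A) on 4 µm glutathione beads · Probe or stimulus – fluorescein-tagged arrestin peptide at 50 nM final · Timing – 12 min plus 1 h, RT · Detection – bead flow cytometry, FITC channel · Read-out basis – inhibition as reduced fluorescein signal on beads, percent · Medium – PBS plus Tween 20 (0.05%) and BSA (0.1%)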
# NSD2 inh = blocks human histone methyltransferase NSD2 | NSD2 peptide methylation, AlphaScreen, 120 min | inhibition, % at 12.5 µM | 310,000 compounds, 0.54% hits; in the data active means inhibition above about 50%
# dFosB act = enhances mouse delta FosB homodimer DNA binding; P13346; purified delta FosB, TAMRA-CDK5 oligo fluorescence polarization; percent of positive-control signal above neutral wells; activation, % at 25 µM; 340,000 compounds, 0.99% hits; AID 493131;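 active means mean activation above about 17%, with every replicate also reaching it, limit read from the data, passing the limit was not always enough; inconclusive means only one of the two conditions met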;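 further: fluorescence polarization rise as delta FosB binds a TAMRA Cdk5 AP-1 oligo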
# SR-BI DiI-HDL act = activators of SR-BI mediated HDL lipid uptake; CHO ldlA[mSR-BI] cells, DiI-HDL uptake fluorescence, 3 h; 100 = double the neutral-control signal; activation, % at 12.5 µM; 320,000 compounds, 0.096% hits; AID 504775;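 active means mean replicate activation of at least 60% and every replicate at or above 60%; inconclusive means mean or all-replicate condition met, but not both; inactive means mean below 60% and not all replicates reaching 60%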;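 further: 0% = median plate neutral-control signal and 100% = twice that signal; values of inactives mirror those of a sister screen read the other way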
#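 Test system: SR-BI-overexpressing, LDLR-lacking CHO cells; Also added: labelled HDL, 10 µg/mL; Measured by: bottom-read cell fluorescence after medium removal, ex 550/em 595 nm; Timing: 3 h uptake period with compound, 37 °C; Buffer or medium: F12, 0.5% BSA, 25 mM HEPES; Doses: single compound concentration, delivered by pin transfer.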
# SR-BI HDL uptake = inhibitors of mouse SR-BI mediated HDL lipid uptake; Q61009; ldlA[mSR-BI] CHO cells, DiI-HDL uptake fluorescence, 3 h; inhibition, % at 12.5 µM; 320,000 compounds, 0.96% hits; AID 488896;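 active means mean replicate inhibition of at least 70% and a set share of replicates each scoring 70 or more; inconclusive means meets just one of the two criteria; inactive means fails both criteria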;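 further: 0% = median of neutral control wells and 100% = median of positive control wells; values of inactives mirror those of a sister screen read the other way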
# Target sequence (Q61009 whole entry, looked up): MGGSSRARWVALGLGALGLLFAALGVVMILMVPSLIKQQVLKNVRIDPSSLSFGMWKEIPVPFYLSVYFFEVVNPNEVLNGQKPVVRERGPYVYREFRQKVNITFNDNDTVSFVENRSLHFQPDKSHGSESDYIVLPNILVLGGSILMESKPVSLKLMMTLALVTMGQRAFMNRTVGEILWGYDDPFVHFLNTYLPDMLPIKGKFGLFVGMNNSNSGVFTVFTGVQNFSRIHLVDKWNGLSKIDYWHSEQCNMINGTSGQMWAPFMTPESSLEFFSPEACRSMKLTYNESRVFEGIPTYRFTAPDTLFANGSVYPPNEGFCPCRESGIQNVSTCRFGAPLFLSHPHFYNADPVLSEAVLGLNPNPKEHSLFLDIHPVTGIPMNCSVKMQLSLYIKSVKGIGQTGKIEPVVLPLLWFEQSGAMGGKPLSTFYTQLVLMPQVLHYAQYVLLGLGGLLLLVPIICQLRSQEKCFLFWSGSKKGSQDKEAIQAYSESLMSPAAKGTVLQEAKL
# MITF act = activators of MITF-driven TRPM1 promoter activity in SK-MEL-5 cells. SK-MEL-5 TRPM1-promoter luciferase, 24 h; % of positive control, neutral wells = 0. activation, % at 12.5 µM. 300,000 compounds, 0.75% hits. AID 588334;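 active means mean activation of at least 80% with every replicate also reaching 80%; inconclusive means mean reaches 80% but some replicate falls short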;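 further: 0% = neutral control wells and 100% = parthenolide positive control wells; values of inactives mirror those of a sister screen read the other way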
# * hit, by the source's call; i = inactive; ? = inconclusive; · = not tested or not shown. Not a hit list. About 4.7% of those tested had a hit in this group.
mol	CDK5 inh	DSG3 Ab inh	Mot1-301 SUMO	PKA-R2B activ	PKA-R1A activ	Arrestin-AP2 inh	NSD2 inh	dFosB act	SR-BI DiI-HDL act	SR-BI HDL uptake	MITF act
CC1CC(C)(C)CC2(C1)NC(=O)N(CC(=O)NC1CCCc3ccccc31)C2=O (stereo not drawn)	-0.3	84.4	-12.2	-6.5	-10.2	21.4	0.4	-4.3	2.7	-2.7	-17.6
O=C(NC(=S)Nc1ccc(Cl)c(C(=O)O)c1)c1ccc(OCc2ccccc2)cc1	-5.0	108.5	-8.2	-1.3	-3.2	8.2	7.3	-12.9	1.7	-1.7	-3.8
COC(=O)/C(=N/Nc1ccccc1Cl)Sc1nnc(C(O)c2ccccc2)n1-c1ccccc1 (stereo not drawn)	0.6	89.4	-19.8	-3.9	-1.5	-2.3	-0.5	-7.8	16.2	-16.2	-0.8
COc1cc(C2CC(=O)Oc3c(C(CCN4CCOCC4)c4ccc(N(C)C)cc4)c(OC)cc(OC)c32)cc(OC)c1OC (stereo not drawn)	0.6	96.7	12.4	-8.4	-0.2	4.5	·	-4.8	18.9	-18.9	-2.8
CCCN(CCC)Cc1c(C(=O)N/N=C/c2c[nH]c3ccccc23)nnn1-c1nonc1N	-0.2	102.9	-1.4	-5.8	3.0	8.6	-3.0	-29.3	23.7	-23.8	-8.0
CCNc1nc(C)cc(COC)c1C#N	-0.4	107.6	106.5	-2.0	7.8	-3.8	-3.3	4.4	26.1	-26.1	7.4
O=C(CCNC(=O)c1ccc([N+](=O)[O-])cc1)NCCC1=CCCCC1	-0.1	103.5	-9.7	3.6	-4.4	-1.1	-1.4	-5.1	10.4	-10.4	-8.2
O=C(CC1C(=O)NCCN1Cc1c(F)cccc1Cl)NC1CCCCCC1 (stereo not drawn)	2.0	96.5	-3.4	6.3	3.3	-7.3	·	-5.9	·	·	12.0
O=C(COc1ccc(F)cc1)N(Cc1ccco1)C1CCS(=O)(=O)C1 (stereo not drawn)	·	·	-10.6	-9.6	-10.7	-3.9	-2.0	-8.1	-5.7	5.7	-9.4
CC1(C)OC(=O)N(CC(=O)Nc2ccccc2)C1(C)O (stereo not drawn)	-0.6	104.4	-6.0	3.2	8.7	3.1	6.0	3.4	22.5	-22.5	-5.2
COc1cc(-c2nc(C)c(C(C)=O)n2O)ccc1OCC(=O)Nc1ccc(Cl)cc1	3.9	101.4	15.5	4.6	2.6	-10.2	2.3	-3.2	-70.7	?	2.0
CCC1(C)Cc2c(sc3c2c(=O)n(C)c2nnc(SCc4ccc5c(c4)OCO5)n32)CO1 (stereo not drawn)	-0.6	102.1	-2.5	3.4	-1.5	29.7	-1.5	3.0	-21.3	21.3	-3.1
Nc1c(-c2ccc(F)cc2)cnn1C1CCS(=O)(=O)C1 (stereo not drawn)	1.2	92.4	180.1	-2.4	-7.2	22.9	-1.9	-2.0	·	·	4.9
CN1CCN(CC(=O)Nc2cccc(S(=O)(=O)N(C)c3ccccc3)c2)CC1	0.8	92.2	0.0	2.4	2.0	1.4	5.0	2.9	12.3	-12.3	9.3
O=C(COC(=O)[C@@H]1CCCN1C(=O)c1cccs1)Nc1cccc(Cl)c1	-7.6	·	9.6	-7.2	-21.0	-5.5	-2.8	-11.2	-1.2	1.2	6.5
CCC(=O)N1CCN(c2ccccc2NC(=S)NC(=O)c2cccc([N+](=O)[O-])c2)CC1	-3.1	109.2	-6.5	-3.6	-2.7	12.2	4.1	-6.5	-70.4	70.4*	-10.2
CC(NC(=O)Cn1cc(C(F)(F)F)cc(Cl)c1=O)c1ccccc1 (stereo not drawn)	-0.3	·	-8.5	-9.4	-11.4	-4.5	-2.1	-6.1	·	·	-0.6
CCOc1ccc(C(=O)NCC(=O)N2CCC3CCCCC3C2)cc1OCC (stereo not drawn)	1.0	77.4	6.1	-6.7	-0.9	8.2	28.4	-12.0	-63.3	63.3	-8.9
O=C(O)c1cc(-c2ccco2)[nH]n1	-2.8	103.2	0.1	-6.4	-5.1	8.1	25.3	-5.9	31.7	-31.7	-8.8
CCC(c1nnnn1C(C)(C)CC)N(CCCN1CCOCC1)Cc1cc2cccc(C)c2[nH]c1=O (stereo not drawn)	-0.8	103.4	-19.8	3.0	6.5	-0.7	2.6	-5.1	15.7	-15.7	-5.6
COc1ccc(NC(=O)C2CCCN(S(=O)(=O)c3cccnc3)C2)c(OC)c1 (stereo not drawn)	0.7	109.8	-5.5	0.6	5.3	9.8	·	1.5	-46.9	46.9	-3.4
CC(C)NC(=O)COc1ccc2c(c1)C(=O)CC(C)(C)O2	-0.5	101.7	4.0	-0.6	-8.5	1.5	-8.6	3.2	·	·	5.0
Cc1ccc(C(=O)N/C(=C\c2ccco2)C(=O)NCC2CCCO2)cc1C (stereo not drawn)	-1.4	97.6	-6.9	-8.0	-2.0	1.8	-0.6	-3.1	9.5	-9.5	-6.9
CCOC(=O)C1(Cc2ccccc2Cl)CCN(C(=O)CN2CCOC2=O)CC1	0.2	101.0	33.3	-2.1	-7.6	-13.1	-27.4	2.6	-11.1	11.1	39.9
CC1CN(S(=O)(=O)c2ccc(C(=O)N(C)C3CCCCC3)cc2)CC(C)O1 (stereo not drawn)	-0.4	93.0	-17.6	-7.7	2.3	22.3	-2.2	-6.2	12.3	-12.3	3.2
CS(=O)(=O)N(CC(=O)N1CCN(c2ccccc2)CC1)Cc1ccc(Cl)cc1	0.5	92.4	-11.7	-1.7	-3.9	24.7	1.4	-5.1	-14.8	14.8	-10.7
CCOC(=O)c1sc(NC(=O)CSc2nnc(Cc3ccccc3)o2)c(C#N)c1C	-0.4	111.5	-18.7	2.4	-5.2	3.1	·	-17.5	-1.6	1.6	-5.5
CCC(=Cc1ccccc1O)c1ccncc1	0.8	94.4	·	-6.2	-4.8	35.5	-0.3	10.1	16.3	-16.3	5.0
Nc1nnc(SCCCC(=O)c2ccc(F)cc2)s1	1.7	100.0	i	5.9	-4.4	4.5	29.4	0.2	13.6	-13.6	19.8
CCc1nnc(NC(=O)CN2C(=O)N(C)C3(CCCCC3)C2=O)s1	-3.1	110.3	-3.5	3.5	2.8	2.3	-0.6	-3.0	19.8	-19.8	-8.9
Cc1cc(C)cc(N=C2NC(=O)CS2)c1	-3.6	135.2	-2.1	6.3	-4.7	2.9	-4.8	-4.0	-4.4	4.4	·
COc1ccc(-n2nnnc2SCC(=O)Nc2ccc(OC)cc2OC)cc1	-0.3	121.4	-10.7	-1.4	2.4	-8.3	6.5	-6.7	4.0	-4.0	·
COc1cc(C2c3cc4c(cc3OC(Nc3ccc(C(=O)O)cc3)C2C)OCO4)cc(OC)c1OC (stereo not drawn)	4.8	·	·	-6.4	6.2	46.9	5.6	-7.5	-7.8	7.8	-56.7
O=C(C1=C(O)C(=O)N(CCN2CCOCC2)C1c1cccc(O)c1)c1cc2ccccc2o1 (stereo not drawn)	-0.6	99.7	·	5.7	6.0	17.6	1.1	-2.0	13.7	-13.7	-2.3
CCCOc1ccccc1/C=C1\SC(N2CCCCC2)=NC1=O	-0.2	98.1	117.7	6.1	5.7	17.6	-1.2	-17.1	-35.0	35.0	-1.5
CN1C[C@@H]2[C@@H]3C(=O)N(C)C(=O)[C@@H]3[C@](C)(C1=O)N2C(=O)c1ccccc1	0.9	·	·	-6.6	0.6	-7.2	·	4.2	34.5	-34.5	-5.5
CC1Oc2ccccc2N(CC(=O)NC2CCCCC2)C1=O (stereo not drawn)	0.4	96.7	266.6	6.7	0.0	11.9	-3.8	0.7	14.0	-14.0	-5.0
Cc1cc(C)[n+](-c2ccc(C(C)C)cc2)c2[nH]c(=O)[nH]c(=O)c12	1.1	119.5	25.9	-9.2	3.4	-3.6	3.5	-5.3	8.8	-8.8	5.1

# Grouped by structure: the compounds so far with an aryl methoxy group (5)
mol	CDK5 inh	DSG3 Ab inh	Mot1-301 SUMO	PKA-R2B activ	PKA-R1A activ	Arrestin-AP2 inh	NSD2 inh	dFosB act	SR-BI DiI-HDL act	SR-BI HDL uptake	MITF act
COc1cc(C2CC(=O)Oc3c(C(CCN4CCOCC4)c4ccc(N(C)C)cc4)c(OC)cc(OC)c32)cc(OC)c1OC (stereo not drawn)	0.6	96.7	12.4	-8.4	-0.2	4.5	·	-4.8	18.9	-18.9	-2.8
COc1cc(-c2nc(C)c(C(C)=O)n2O)ccc1OCC(=O)Nc1ccc(Cl)cc1	3.9	101.4	15.5	4.6	2.6	-10.2	2.3	-3.2	-70.7	?	2.0
COc1ccc(NC(=O)C2CCCN(S(=O)(=O)c3cccnc3)C2)c(OC)c1 (stereo not drawn)	0.7	109.8	-5.5	0.6	5.3	9.8	·	1.5	-46.9	46.9	-3.4
COc1ccc(-n2nnnc2SCC(=O)Nc2ccc(OC)cc2OC)cc1	-0.3	121.4	-10.7	-1.4	2.4	-8.3	6.5	-6.7	4.0	-4.0	·
COc1cc(C2c3cc4c(cc3OC(Nc3ccc(C(=O)O)cc3)C2C)OCO4)cc(OC)c1OC (stereo not drawn)	4.8	·	·	-6.4	6.2	46.9	5.6	-7.5	-7.8	7.8	-56.7
